High-throughput results as filed in PubChem BioAssay.
S1P3 agonist = activates the human S1P3 receptor; Q99500; S1P3 NFAT-BLA reporter cells, agonism, FRET ratio; relative to 1 µM S1P, basal subtracted; hit rate 0.1% among 60,000; activation, % at 4.5 µM;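 active means activation above the screen-wide mean plus 3 SD, cut at about 4.5% in these data, passing the limit was not always enough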; further: some compounds called inactive have numbers as strong as hits
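Material: Human S1P3 NFAT-BLA reporter CHO cells | Incubation: Overnight plating, 4 h compound 37 °C, 2 h substrate RT | Signal: FRET β-lactamase substrate fluorescence, excitation 405 nm, 460/535 nm emission ratio, background-subtracted | Compound: 4.5 µM final, single dose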
SF1 activator = activators of human nuclear receptor SF-1 | Q13285 | CHO-K1 Gal4-SF-1 LBD luciferase reporter; % increase over DMSO SF-1-specific signal | activation, % at 10 µM | hit rate 1.9% among 65,000;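 active means activation above the mean activation of all tested compounds plus 3 SD, cut at about 50% in these data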
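Test system: CHO-K1 cells co-transfected with Gal4 DBD–human SF-1 LBD, 5xGal4 luciferase reporter. Quantity: 4,000 cells per well. Compound: 10 µM only. Incubation: compound added 1 h post-seeding, 20 h exposure at 37 °C, 5% CO2. Detection: SteadyLite luciferase luminescence. Replication: one test per compound.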
AP ELISA ortho = alternative pathway complement inhibition, orthogonal assay. inhibition, % at 5 µM. Human serum alternative complement pathway, LPS-coated ELISA, C3 deposition; tested in compound mixtures. hit rate 0.08% among 62,000;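 active means inhibition above 30% in each of the two pooled mixtures holding the compound, so the lower value exceeds 30%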;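 further: 0% = serum in Mg-EGTA without compound and 100% = EDTA serum blank; some compounds past the cut are filed as inactive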
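Medium: diluted human serum in Mg2+-EGTA GVB++. Assay system: human serum complement alternative pathway, C3 deposition onto LPS. Also added: Plate-bound LPS. Technique: Anti-C3 ELISA, OD 450 nm. Measure: percent inhibition. Incubation: 1 h at 37 °C. Dosing: 5 µM each compound, pools of ten, 50 µM per pool.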
S1P1 ag-PAM = agonists and agonism potentiators of human S1P1 receptor | S1P1 CRE-bla cells, forskolin, beta-lactamase FRET, potentiator mode; S1P1 agonist co-added at EC20, 2 nM; 100% = saturating reference agonist, 0% = basal | hit rate 0.57% among 56,000 | AID 449 | P21453 | activation, % at 9.5 µM;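 active means activation above a cutoff set at the mean activation of all tested compounds plus 3 SD, cut at about 54% in these data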;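 further: forskolin at 4 µM as EC80 and the EC20 agonist is SEW2871; 100% = SEW2871 at its EC100 plus forskolin at EC80; some compounds past the cut are filed as inactive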
RORa activator = activates the human nuclear receptor RORA; CHO-K1 Gal4-RORA LBD luciferase reporter, luminescence; percent increase over mock-subtracted basal signal; activation, % at 10 µM; hit rate 1.5% among 65,000; P35398;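 active means activation above the mean of all tested compounds plus 3 SD, cut at about 49% in these data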;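 further: 0% = DMSO-treated RORA cells and 100% = added signal equal to DMSO minus mock-transfected cells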
Target sequence (P35398 whole entry, looked up, the tested form may be a part): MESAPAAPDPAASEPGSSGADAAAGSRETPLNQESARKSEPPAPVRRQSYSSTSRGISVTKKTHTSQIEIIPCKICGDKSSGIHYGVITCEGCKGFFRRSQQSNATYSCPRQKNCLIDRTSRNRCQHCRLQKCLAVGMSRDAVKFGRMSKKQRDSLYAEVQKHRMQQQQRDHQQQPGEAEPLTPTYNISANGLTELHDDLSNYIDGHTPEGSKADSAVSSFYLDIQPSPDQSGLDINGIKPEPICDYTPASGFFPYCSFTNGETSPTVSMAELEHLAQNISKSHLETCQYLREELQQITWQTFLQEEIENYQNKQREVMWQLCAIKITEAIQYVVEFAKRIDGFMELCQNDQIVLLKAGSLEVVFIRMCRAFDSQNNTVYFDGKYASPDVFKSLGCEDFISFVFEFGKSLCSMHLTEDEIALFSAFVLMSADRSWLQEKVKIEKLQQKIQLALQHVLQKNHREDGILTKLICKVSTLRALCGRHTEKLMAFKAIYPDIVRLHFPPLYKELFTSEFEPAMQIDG
Ecoli tolC = blocks growth of E. coli BW25113 tolC mutant. OD615. growth inhibition, % at 10 µM (by protocol). hit rate 2.2% among 65,000;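 active means growth inhibition at or above a cutoff equal to the mean over every tested compound plus 3 SD, cut at about 60% in these data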;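 further: growth measured after 20 h incubation at 37 °C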
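Test system: tolC-deleted E. coli BW25113 | Medium: LB with kanamycin 50 µg/mL | Compound dosing: Single concentration, 10 µM final per compound | Schedule: 37 °C, 20 h exposure | Measured by: OD at 615 nm | Evaluation: Percent growth inhibition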
5HT1a antag = blocks the human serotonin 5-HT1a receptor; P08908; CHO 5-HT1a Ga15 NFAT-bla reporter, antagonist mode; inhibition, % at 10 µM; hit rate 0.68% among 62,000; AID 612;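 active means inhibition above the mean of all tested compounds plus 3 SD, cut at about 43% in these data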;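 further: receptor stimulated by 5-CT agonist at 100 nM near EC80; beta-lactamase reporter measured by ratiometric fluorescence of a cleavable substrate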
5HT1E antag = 5-HT1E (human) receptor antagonism; inhibition, % at 6 µM; AID 571; P28566; hit rate 0.99% among 65,000; CHO 5-HT1E Ga15 NFAT-bla reporter, FRET, antagonist;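 active means inhibition above a set limit, the mean inhibition across every tested compound plus 3 SD, cut at about 29% in these data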;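 further: signal is the 460 over 535 nm emission ratio of beta-lactamase substrate; 0% = agonist plus DMSO wells and 100% = wells without agonist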
Target sequence (P28566 whole entry, looked up): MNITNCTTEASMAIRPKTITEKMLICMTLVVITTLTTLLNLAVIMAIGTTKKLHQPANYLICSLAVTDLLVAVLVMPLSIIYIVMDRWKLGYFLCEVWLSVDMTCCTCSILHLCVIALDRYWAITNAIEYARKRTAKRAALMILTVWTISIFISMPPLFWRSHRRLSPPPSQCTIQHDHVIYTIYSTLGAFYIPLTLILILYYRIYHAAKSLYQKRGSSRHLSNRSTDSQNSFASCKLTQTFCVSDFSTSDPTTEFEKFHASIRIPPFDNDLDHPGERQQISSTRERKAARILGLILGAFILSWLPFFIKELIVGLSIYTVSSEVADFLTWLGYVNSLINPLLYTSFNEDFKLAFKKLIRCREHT
5HT1E ag = 5-HT1E (human) receptor agonism | hit rate 0.69% among 65,000 | activation, % at 6 µM | CHO 5-HT1E Ga15 NFAT-bla reporter, FRET; 0% DMSO wells, 100% control agonist wells;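 active means activation above a set limit, the screen-wide mean activation plus 3 SD, cut at about 8.5% in these data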;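 further: 100% = positive control agonist at 1 µM giving full maximal response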
* marks the source's active call; other numbers are inactive results; . = not tested or not shown.

Results follow in this order: S1P3 agonist	SF1 activator	AP ELISA ortho	S1P1 ag-PAM	RORa activator	Ecoli tolC	5HT1a antag	5HT1E antag	5HT1E ag
- C/C(=C1\SC(N2CCOCC2)=NC1=O)c1ccccc1
→ -1.3	12	11	5	18	1	13	-7	-0.9
- CCC(=O)Nc1c2c(nn1-c1ccc(OC)cc1)CS(=O)C2 (centres undefined)
→ 1.3	-2	10	-18	-6	-11	3	3	-0.2
- O=C(O)c1ccccc1S(=O)(=O)c1ccccc1CO
→ -0.4	8	-7	-3	18	-18	-23	-5	0.5
- NC(=O)C1CCN(C(c2ccccc2Cl)c2nnnn2CC2CCCO2)CC1 (centres undefined)
→ -1.0	-3	2	8	-5	-15	-2	3	-1.6
- Cc1cc(C)n(-c2ccc(C(=O)NC(C)C)cc2)n1
→ 0.8	4	6	-2	-18	-11	-15	-8	-0.5
- O=C(NCc1cccs1)c1cc2c(s1)-c1ccccc1OC2
→ 0.8	36	17	-13	53*	15	7	5	0.3
- Cc1cc(O)c(-c2cc(C(=O)NCc3ccc4c(c3)OCO4)[nH]n2)cc1C
→ 0.1	5	2	-12	7	-16	23	-1	0.2
- COc1ccc(C(=O)Nc2ccc3oc(-c4cccc(F)c4)nc3c2)cc1OC
→ -0.7	12	2	-29	2	-8	0	-1	-0.4
- Cc1ccc(C)c(S(=O)(=O)C(C#N)c2nc3ccccc3nc2N2CCOCC2)c1 (centres undefined)
→ -0.6	-4	-1	-2	-4	70*	0	5	-0.5
- COc1ccc(NC(=O)CSc2nc3ccccc3c(=O)n2CCC(=O)N2CCCCC2)cc1
→ 0.0	-1	-5	22	11	11	13	23	-0.2
- COc1ccccc1NC(=O)N1CCN(c2ccccn2)CC1
→ -0.6	-13	11	4	9	-7	-12	-2	1.2
- Cn1nc(-c2ccc(OCC(=O)NCC3CCCO3)cc2)c2ccccc2c1=O (centres undefined)
→ -0.6	-9	-8	35	-7	11	5	14	-0.9
- COc1ccc(C(=O)N(CN2CCCC2=O)c2nccs2)cc1OC
→ -0.4	16	16	-30	-12	-5	-4	0	-1.0
- CCc1nn(CC(=O)NCCCN2CCCC2=O)c(=O)c2cc3sccc3n12
→ -0.5	-20	14	-32	18	-11	-9	-6	0.5
- Cc1ccccc1N1C(=O)N(c2cccc(C(F)(F)F)c2)C2CS(=O)(=O)CC21 (centres undefined)
→ -1.1	-10	-29	5	-2	6	5	1	0.0

Brought forward from above: two compounds, followed by the next part.
Results follow in this order: S1P3 agonist	SF1 activator	AP ELISA ortho	S1P1 ag-PAM	RORa activator	Ecoli tolC	5HT1a antag	5HT1E antag	5HT1E ag
- CCc1nn(CC(=O)NCCCN2CCCC2=O)c(=O)c2cc3sccc3n12
→ -0.5	-20	14	-32	18	-11	-9	-6	0.5
- Cc1ccccc1N1C(=O)N(c2cccc(C(F)(F)F)c2)C2CS(=O)(=O)CC21 (centres undefined)
→ -1.1	-10	-29	5	-2	6	5	1	0.0
- COc1ccc(N2CCC(CNC(=O)Nc3ccc(C)c(C)c3)C2)cc1 (centres undefined)
→ -0.2	-6	10	14	-6	37	10	-7	1.1
- Nc1nnc(CCS(=O)(=O)c2cc(Cl)ccc2Cl)s1
→ -1.0	5	11	-32	-18	-12	-11	-7	0.8
- COc1cccc(NC(=O)CNC(=O)c2ccc(F)cc2)c1
→ -1.2	10	-6	.	17	-6	4	-4	-0.1
- CC(C)(C)NC(=O)COC(=O)c1ccc(O)cc1
→ -0.2	18	12	6	-1	-6	-7	-5	-0.2
- CCn1c(NCc2ccccn2)nc2c1c(=O)n(C)c(=O)n2C
→ 0.3	-4	17	-16	2	-20	0	6	-0.5
- COc1ccccc1CNC(=O)C1CCN(S(=O)(=O)N2CC(C)CC(C)C2)CC1 (centres undefined)
→ -1.2	-1	2	30	-15	-4	-8	13	1.1
- O=C(C1CCN(S(=O)(=O)c2cccc3cccnc23)CC1)N1CCN(c2ccccc2)CC1
→ -0.9	-9	19	8	4	-5	-6	1	1.4
- Cc1cc(C)nc(Sc2ccc3nnc(C(F)(F)C(F)(F)C(F)(F)F)n3n2)n1
→ -0.8	-4	16	-18	-9	-8	-5	-7	0.7
- COC(=O)/C=c1/sc2nc3ccccc3n2c1=O
→ 0.1	-3	17	-21	-11	-21	2	-11	0.5
- COCCSc1nc2c(c(=O)[nH]c(=O)n2C)n1Cc1cccc(C)c1
→ 1.7	3	2	2	0	-1	-1	17	-0.5
- Cc1oc(C(C)(C)C)cc1C(=O)Nc1ccc2c(c1)OCCO2
→ -0.1	57*	5	-3	64*	80*	24	-2	-0.1
- COc1ccc(Cn2nnnc2C(c2ccccn2)N2CCN(c3cc(Cl)ccc3C)CC2)cc1 (centres undefined)
→ -0.9	-15	-4	3	-8	15	37	-14	0.8
- O=C(CC(c1ccccc1)c1ccco1)N1CCOCC1 (centres undefined)
→ -4.3	-9	0	-18	-17	0	.	5	-0.2
- CCN(CC)c1nc(-c2cccc(OC)c2O)nc2ccccc12
→ -4.1	-6	.	6	2	-1	.	-3	3.6
- O=C(OCN1C(=O)c2ccccc2C1=O)c1ccc2c(=O)n3c(nc2c1)CCC3
→ -0.3	6	-3	-18	9	-10	-8	-2	-0.5
- O=C(O)CCCNS(=O)(=O)c1ccc(Br)s1
→ 0.1	8	-4	.	6	-14	15	-8	-0.6
- O=C(COC(=O)C1(c2ccccc2F)CCCC1)NC1CCS(=O)(=O)C1 (centres undefined)
→ .	8	4	.	7	-3	0	-4	-1.3
- CCOC(=O)Cn1nnnc1C(C(C)C)N(Cc1cc2c(C)cc(C)cc2[nH]c1=O)C1CCCC1 (centres undefined)
→ -0.2	-13	-4	21	-8	47	-1	2	-0.9
- CCCCOC(=O)CSC1=C(C#N)C(c2ccccc2OCC)C(C#N)C(=O)N1 (centres undefined)
→ 0.7	23	1	5	5	54	-9	-10	0.5
- O=C(CC1COc2ccccc2O1)NC1CCCCC1 (centres undefined)
→ -0.7	24	14	6	2	-3	0	-5	0.1
- Cc1cc(C)n2c(SCC(=O)Nc3ncc(C(F)(F)F)cc3Cl)nnc2n1
→ -0.9	-2	11	-2	4	-10	4	17	-0.5
- Cn1c(=O)[nH]c(=O)c2c1nc1n2CCCN1CCc1ccccc1
→ 0.5	13	-4	-28	-20	-5	-5	-2	-0.1
- O=C(NCC(=O)N(c1ccccc1F)C(C(=O)NCC1CCCO1)c1ccccc1)c1ccco1 (centres undefined)
→ -0.4	5	-2	-4	-10	-12	-16	-1	-0.6
- COc1cc(Cl)c(C)cc1NC(=O)CSC
→ -0.2	-6	-2	18	-10	7	11	-5	1.3
- Cc1c(C(=O)N2CCOCC2)sc(NC(=O)c2ccc3c(c2)OCO3)c1C#N
→ -0.1	-10	-10	-13	30	-8	-5	4	0.0
- O=C(NCC1CCCO1)NC12CC3CC(CC(C3)C1)C2 (centres undefined)
→ -0.7	-3	26	-11	-8	-5	-7	2	0.0
- CCCc1nc(NC(C)=O)c(C#N)c(-c2ccco2)c1CC
→ -0.4	5	11	.	9	18	1	-3	-0.1
- Cc1c(C)n(CC(O)CN2CCCCCC2)c2ccccc12 (centres undefined)
→ -0.6	-2	2	-6	-14	-5	12	2	-0.7
- Cc1ccc(S(=O)(=O)N2CCC(C(=O)N[C@@H](C)C(=O)NC3CCCCC3)CC2)cc1
→ .	-7	2	.	6	-5	-4	-10	1.4
- CC(C)Cn1cc(C(=O)N2CCOCC2)c2c3ccccc3n(C)c2c1=O
→ -0.2	12	18	4	14	-9	2	3	-1.3

6 records drawn at random from those above:
Results follow in this order: S1P3 agonist	SF1 activator	AP ELISA ortho	S1P1 ag-PAM	RORa activator	Ecoli tolC	5HT1a antag	5HT1E antag	5HT1E ag
- C/C(=C1\SC(N2CCOCC2)=NC1=O)c1ccccc1
→ -1.3	12	11	5	18	1	13	-7	-0.9
- CCC(=O)Nc1c2c(nn1-c1ccc(OC)cc1)CS(=O)C2 (centres undefined)
→ 1.3	-2	10	-18	-6	-11	3	3	-0.2
- O=C(NCc1cccs1)c1cc2c(s1)-c1ccccc1OC2
→ 0.8	36	17	-13	53*	15	7	5	0.3
- NC(=O)C1CCN(C(c2ccccc2Cl)c2nnnn2CC2CCCO2)CC1 (centres undefined)
→ -1.0	-3	2	8	-5	-15	-2	3	-1.6
- COc1cccc(NC(=O)CNC(=O)c2ccc(F)cc2)c1
→ -1.2	10	-6	.	17	-6	4	-4	-0.1
- Cn1nc(-c2ccc(OCC(=O)NCC3CCCO3)cc2)c2ccccc2c1=O (centres undefined)
→ -0.6	-9	-8	35	-7	11	5	14	-0.9

Other compounds follow:
Results follow in this order: S1P3 agonist	SF1 activator	AP ELISA ortho	S1P1 ag-PAM	RORa activator	Ecoli tolC	5HT1a antag	5HT1E antag	5HT1E ag
- Cc1ccc(-n2c(CSc3nc(C)cc(C)n3)nnc2SCC(=O)Nc2nccs2)cc1
→ 0.1	2	-4	6	-19	-14	0	-1	-0.1
- Cc1noc(/C=C/N(C)C)c1S(=O)(=O)NC1CCCCC1
→ 0.9	2	9	-15	1	-16	-7	-4	0.3
- CC(=O)OCCNC(=O)Cn1cnc2c1c(=O)n(C)c(=O)n2C
→ 0.9	11	9	0	-10	-20	-6	-6	-0.2
- O=C(CC(NS(=O)(=O)c1ccc(Cl)cc1)c1ccco1)NCc1ccco1 (centres undefined)
→ -0.4	15	10	-1	9	15	-2	-5	0.7
